PNC inhibitor: inhibitors of perinucleolar compartment assembly | PC3M PTB-GFP, PNC prevalence imaging, 16 h; active compounds read low | 140,000 tested, 3.1% active | activity change (PNC), negative = inhibition, % at 10 µM | AID 2417;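 active means readout at or below -70, meaning at least 70% loss of cells showing the perinucleolar compartment, a nuclear body marking cancer cells; inconclusive means readout between -30 and a set limit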;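 further: plate controls were DMSO wells for no effect and camptothecin positive control wells for full effect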
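Read-out is percentage of cells bearing a perinucleolar compartment, from automated 20x imaging of fixed, Hoechst-stained PC3M PTB-GFP cells. Cells were seeded 4 h, then exposed 16 h to compound (23 nl of library stock) in duplicate plates.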
ALOX15B inhib: blocks human 15-lipoxygenase 2 activity; purified 15hLO-2, xylenol orange hydroperoxide absorbance; Potency, µM (highest dose often 57.1 µM), for inactives: top-dose activity change, negative = inhibition, most hits filed as inhibitors; 110,000 tested, 0.56% active; AID 881; further: potency means the concentration at half of the fitted maximal effect; nearly all actives have a fitted effect of over 60% in size; many of its hits are not listed in these tables
Target sequence (O15296 whole entry, looked up): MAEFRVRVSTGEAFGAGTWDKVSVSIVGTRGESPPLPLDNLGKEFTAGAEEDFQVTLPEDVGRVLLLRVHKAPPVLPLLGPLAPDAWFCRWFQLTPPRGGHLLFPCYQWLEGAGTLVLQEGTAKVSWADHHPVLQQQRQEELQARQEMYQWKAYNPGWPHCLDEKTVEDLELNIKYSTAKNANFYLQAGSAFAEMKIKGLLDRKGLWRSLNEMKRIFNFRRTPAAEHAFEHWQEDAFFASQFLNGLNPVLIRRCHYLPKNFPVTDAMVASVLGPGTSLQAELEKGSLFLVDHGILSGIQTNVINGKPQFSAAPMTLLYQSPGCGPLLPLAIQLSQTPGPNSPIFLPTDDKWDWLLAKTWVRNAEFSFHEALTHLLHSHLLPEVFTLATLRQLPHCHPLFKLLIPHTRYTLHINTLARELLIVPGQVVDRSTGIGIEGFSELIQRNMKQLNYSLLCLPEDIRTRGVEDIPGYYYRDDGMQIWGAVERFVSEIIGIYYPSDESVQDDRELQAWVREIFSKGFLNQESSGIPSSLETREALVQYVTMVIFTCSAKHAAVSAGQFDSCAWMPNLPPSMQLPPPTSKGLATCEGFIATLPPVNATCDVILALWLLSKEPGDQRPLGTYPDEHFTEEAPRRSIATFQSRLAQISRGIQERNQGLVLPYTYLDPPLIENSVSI
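Screening format was qHTS against 50 nM purified 15hLO-2 in Hepes pH 7.5 with detergent. Activity follows hydroperoxide formation from 45 uM arachidonic acid, measured as 573:405 nm absorbance ratio of the ferric-xylenol orange complex.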
ALOX12 inhib: blocks human 12-lipoxygenase activity; 150,000 tested, 0.12% active; Potency, µM (series often up to 57.1 µM), for inactives: at the top dose activity change, negative = inhibition, most hits filed as inhibitors; purified 12-hLO, xylenol orange hydroperoxide absorbance; P18054; AID 1452; further: potency means the concentration at half of the fitted maximal effect; nearly all actives have a fitted effect of over 55% in size; many of its hits are not listed in these tables
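Purified human 12hLO (150 nM final) was preincubated with compounds for 15 min at room temperature in 25 mM Hepes pH 7.0, 0.01% Triton X-100, then reacted with 40 uM arachidonic acid for 30 min. Hydroperoxide was detected with ferrous iron/xylenol orange.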
IMPase cell inh: membrane-permeable compound that blocks inositol monophosphatase | P97697 | CHO-M1 cells, IP1 accumulation, HTRF TR-FRET ratio | inhibition (IP1 accumulation), % at 46.1 µM | 120,000 tested, under 10 active; active means well fitted curve in the direction sought with a large enough effect in the signal ratio, not every such curve was filed as active; inconclusive means small, poorly fitted or top-dose-only effect, or a change in a side signal; inactive means no such curve, though single readings can be large or run the other way; the % refers to the signal ratio;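 further: cells stimulated with carbachol in lithium chloride buffer; plate controls were DMSO basal wells for no effect and reference inhibitor wells for full effect; higher means more IMPase inhibition seen as more IP1 and lower FRET ratio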
Target sequence (P97697 whole entry, looked up): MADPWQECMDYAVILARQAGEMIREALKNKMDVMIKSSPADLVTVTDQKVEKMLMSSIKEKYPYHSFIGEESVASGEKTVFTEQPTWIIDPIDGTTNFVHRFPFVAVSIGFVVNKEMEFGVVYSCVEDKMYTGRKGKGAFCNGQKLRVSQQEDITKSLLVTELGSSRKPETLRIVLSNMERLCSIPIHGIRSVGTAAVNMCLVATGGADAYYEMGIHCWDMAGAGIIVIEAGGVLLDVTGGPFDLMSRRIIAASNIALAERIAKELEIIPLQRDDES
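In this qHTS, compounds (final up to 46 uM) act on CHO-M1 cells that are then activated through the M1 receptor with carbachol, in pH 7.4 buffer containing 50 mM LiCl, for 30 min. IP1 accumulation is quantified by the IP-One immunoassay.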
Active calls of the source: *; ? = inconclusive; . = no result given; & = joins results of further samples; [ ] = another dose, or the depositor's remark. Unless noted, the call rests on the fitted dose curve; in most records, active means well fitted curve in the direction sought with a large enough effect; inconclusive means small, poorly fitted or top-dose-only effect, or another doubt; inactive means no such curve, though single readings can be large; an effect the other way counts as inactive or inconclusive. Unless noted, on the % scale 0 is the no-effect control and ±100 the full control effect. This is a subset. The share of hits here may be higher or lower than overall.

1	Cc1cc(C)c(C(=O)CSc2nnc(-c3cccnc3)n2C)c(C)c1
2	CNc1cccccc1=S
3	Cn1c(SCC(=O)c2ccccc2)nnc1-c1cccnc1
4	CC(=O)C1=C(O)C(=O)N(CC#N)C1c1cccs1 (stereo not given)
5	Clc1ccc(OCCSc2nnnn2C2CCCCC2)cc1
6	O=c1c(-c2cccs2)nc2cnc(Oc3ccccc3)nc2n1-c1ccccc1

Screen / compound no.	1	2	3	4	5	6
PNC inhibitor	?	5	?	?	?	.
ALOX15B inhib	-1%	?	-5%	0%	-5%	3%
ALOX12 inhib	11%	-20%	-6%	-1%	-3%	4%
IMPase cell inh	6	8	6	0	4	.

7	O=c1[nH]c2ccccc2cc1CN(c1ccccc1)S(=O)(=O)c1ccccc1
8	CC(=NCc1ccco1)C1=C(O)c2ccccc2C1=O
9	Cc1cccc(N2CCN(C(=S)c3ccc([N+](=O)[O-])cc3)CC2)c1
10	c1csc(-c2cnc3ccccc3n2)c1
11	O=C(CN1CCOc2ccccc21)NCc1ccc(Cl)cc1
12	CC1(C)NC(=O)N(CCOCCOc2cccc(Oc3ccccc3)c2)C1=O

Screen / compound no.	7	8	9	10	11	12
PNC inhibitor	-10	-5	-27	1	50	-1
ALOX15B inhib	.	-3%	.	4%	.	21%
ALOX12 inhib	-1%	-2%	1%	-3%	-2%	-2%
IMPase cell inh	.	-2	.	-2	.	-2

Among those listed so far, these have a thiophene ring, fused or not:
4	CC(=O)C1=C(O)C(=O)N(CC#N)C1c1cccs1 (stereo not given)
6	O=c1c(-c2cccs2)nc2cnc(Oc3ccccc3)nc2n1-c1ccccc1
10	c1csc(-c2cnc3ccccc3n2)c1

Screen / compound no.	4	6	10
PNC inhibitor	?	.	1
ALOX15B inhib	0%	3%	4%
ALOX12 inhib	-1%	4%	-3%
IMPase cell inh	0	.	-2

Following part
13	CCN(CC)S(=O)(=O)c1cc(NC(=O)COC(=O)CCc2nc3ccccc3s2)ccc1C
14	CCN1C(=O)CC(N2CCC(C(=O)OC)CC2)C1=O (stereo not given)
15	CCn1c(=N)n(CC(O)COc2cccc(C)c2)c2ccccc21 (stereo not given)
16	Cc1cc2nc3c(c(=O)n2[nH]1)CCCC3
17	COc1ccc(NC(=O)c2ccc(C(=O)c3ccccc3)o2)cc1
18	Cc1cccc(NC(=O)CNC(=O)COc2ccc(-c3ccc(C#N)cc3)cc2)c1C

Screen / compound no.	13	14	15	16	17	18
PNC inhibitor	-21	?	?	?	31	32
ALOX15B inhib	12%	0%	10%[2.29 µM]	0%	11%	.
ALOX12 inhib	-5%	-3%	4%	1%	-3%	-2%
IMPase cell inh	5	3	12	0	10	.

19	COc1ccc(/C=N/N=C2\SCC(=O)N2c2c(C)n(C)n(-c3ccccc3)c2=O)cc1OC
20	COc1ccc(C(=O)c2cc([N+](=O)[O-])ccc2N2CCCC2)cc1
21	COc1ccc(OC)c(CNC(=O)Cc2c(C(=O)O)[nH]c3ccccc23)c1
22	Cn1c(=O)c2c(nc(SCC(=O)NCc3ccc4c(c3)OCO4)n2Cc2ccc(F)cc2)n(C)c1=O
23	CS(=O)(=O)Oc1ccc(Br)cc1/C=C1/N=C(c2ccco2)OC1=O
24	O=C(N1CCOCC1)C12CC3CC(C1)CC(C(=O)N1CCOCC1)(C3)C2

Screen / compound no.	19	20	21	22	23	24
PNC inhibitor	-3	-12	16	-6	29	64
ALOX15B inhib	.	.	-2%	.	.	1%
ALOX12 inhib	1%	1%	-7%	2%	2%	3%
IMPase cell inh	.	.	2	22	.	-3

Quoted from the listing.
Reading of `COc1ccc(/C=N/N=C2\SCC(=O)N2c2c(C)n(C)n(-c3ccccc3)c2=O)cc1OC` in ALOX12 inhib: 1%
Reading of `COc1ccc(OC)c(CNC(=O)Cc2c(C(=O)O)[nH]c3ccccc23)c1` in ALOX12 inhib: -7%

(listing goes on)
25	Nc1nc(-c2ccc3ccccc3c2)cc(-c2cc(-c3ccc4ccccc4c3)nc(N)n2)n1
26	CCOc1cccc2c1OC1(C)CC2NC(=O)N1c1cccc(Cl)c1 (stereo not given)
27	COc1ccc(Cn2c(=O)[nH]c3cc(C(=O)NCCCN4CCCC4)ccc3c2=O)cc1
28	Cc1cc2cc(C)c3nnc(SCC(=O)N4CCc5ccccc54)n3c2cc1C
29	Cc1ccc2c(CC(=O)OC(C)C(=O)Nc3ncc(Cl)cc3Cl)coc2c1 (stereo not given)
30	COc1ccc(-c2cc(N)n(S(=O)(=O)c3ccc(F)cc3)n2)cc1OC

Screen / compound no.	25	26	27	28	29	30
PNC inhibitor	.	-13	?	-6	5	6
ALOX15B inhib	-7%[11.4 µM]	0%	10%	-1%	.	1%
ALOX12 inhib	-4%[11.4 µM]	-1%	-3%	0%	-6%	-17%
IMPase cell inh	.	4	7	0	2	-1

31	CN(C)Cc1cc(C(C)(C)C)c(O)c(C(C)(C)C)c1
32	O=C(Nc1cccnc1)c1cc(-c2ccccc2)on1
33	COc1ccc(-n2ncc3c(N4CCCc5ccccc54)ncnc32)cc1
34	Cc1ccc(S(=O)(=O)N2CCC(C(=O)O)CC2)cc1C(=O)O
35	CS(=O)(=O)N(CC(=O)N1CCN(c2ccccc2)CC1)c1ccc(Cl)c(C(F)(F)F)c1
36	CCc1c(C)nc(SCC(=O)CC(=O)OC(C)C)c(C#N)c1C

Screen / compound no.	31	32	33	34	35	36
PNC inhibitor	3	?	14	?	41	-21
ALOX15B inhib	3%	.	5%	-3%	10%	-4%
ALOX12 inhib	-13%	-3%	0%	1%	-4%	-10%
IMPase cell inh	2	.	-4	-5	5	6

37	CCOC(=O)C(C)Sc1nc2ccccc2c(=O)n1CC (stereo not given)
38	C=CCn1c(-c2ccc(OC)c(OC)c2)n[nH]c1=S
39	COc1ccc(CCN(C)CCc2ccc(OC)c(OC)c2)cc1OC
40	CC(C)NC(=O)c1cc2ccccc2o1
41	Cc1[nH]c2ccccc2c1C(=O)CN1CCN(C2CCCCC2)CC1
42	CCOC(=O)CSc1nc(C2CC2)nc2ccccc12

Screen / compound no.	37	38	39	40	41	42
PNC inhibitor	39	-15	.	11	?	24
ALOX15B inhib	5%	12%	26%&12%	.	-1%	-5%
ALOX12 inhib	-1%	-3%	-3%&4%	0%	-10%	-2%
IMPase cell inh	5	7	3&6	7	12	-5

43	COC(=O)c1ccccc1NC(=O)c1cc2n(n1)C(C(F)F)CC(C(F)F)N2 (stereo not given)
44	Cc1onc(-c2ccccc2)c1C(=O)N1CCc2ccccc21
45	COc1ccc(Cl)cc1-c1nc(-c2ccc(NC(=O)c3cccs3)cc2)no1
46	O=C(Nc1ccc(N2CCOCC2)c(Cl)c1)c1cccnc1
47	O=C(CCCOc1ccc(Cl)cc1Cl)N1CCCc2ccccc21
48	COc1ccc(NC(=O)CNS(=O)(=O)c2ccc(Cl)cc2)cc1

Screen / compound no.	43	44	45	46	47	48
PNC inhibitor	-4	67	-19	-8	39	25
ALOX15B inhib	-5%	-6%	.	0%	10%	.
ALOX12 inhib	-4%	5%	-6%	-3%	-9%	0%
IMPase cell inh	-1	5	.	0	-2	-2

(listing goes on)
nr | molecule | PNC inhibitor | ALOX15B inhib | ALOX12 inhib | IMPase cell inh
49 | Cc1occc1C(=O)NNC(=O)C1CCCCC1 | -26 | . | -7% | .
50 | N#Cc1c(N)c(C(=O)c2ccc(Cl)cc2)n2c1CCC2 | 13 | -4% | -1% | 11
51 | Cc1ccc(C)c(C(=O)O/N=C(\N)c2ccc(Br)cc2)c1 | -19 | 5% | 7% | 5
52 | Cc1nn(CCC(=O)NNC(=S)Nc2ccc(F)cc2)c(C)c1Br | ? | . | -2% | .
53 | CCc1ccc(-c2nnn(Cc3nn[nH]n3)n2)cc1 | 27 | 1% | 2% | -7
54 | O=C(c1ccccc1)c1ccccc1C(=O)N1CCOCC1 | 10 | -1% | 5% | 0
55 | O=C(Nc1ccc2c(c1)CCC2)c1cnn2c1NC(c1ccco1)CC2C(F)(F)F (stereo not given) | ? | 2% | 0% | 18
56 | CC1CCC(NC(=O)c2cc3c(s2)CS(=O)(=O)C3)CC1 (stereo not given) | 9 | 2% | 4% | 9
57 | N#Cc1ccc(CSc2nnc(-c3cccc(S(=O)(=O)N4CCCCC4)c3)o2)cc1 | 13 | -5% | -1% | -1
58 | CCCCNC(=O)C(C#N)c1nc2ccccc2nc1N1CCN(c2ccccc2F)CC1 (stereo not given) | -15 | 7% | -6% | -5
59 | O=C(CSc1ncnc2c1oc1ccccc12)Nc1cccc(Cl)c1 | -8 | -4% | -7% | -4
60 | CCN(CC)c1nc(N)nc(N(c2ccccc2)c2ccccc2)n1 | -6 | 25% | -7% | 4
61 | Cc1ccc(C2CC(=O)Oc3cc(C)c(Br)c(C)c32)cc1 (stereo not given) | . | 11%[0.0915 µM] | 1%[0.00818 µM] | .
62 | Cc1cc(C)nc(Sc2ccc3nnc(C(F)(F)C(F)(F)C(F)(F)F)n3n2)n1 | -19 | 7% | 0% | 2
63 | CN(C)S(=O)(=O)c1ccc(N2CCCC2)c(C(=O)NCc2cccc(C(F)(F)F)c2)c1 | ? | 5% | 3% | -7
64 | COc1cc(-c2c(C#N)c(N)nc3c2c(C)nn3-c2ccc(C)c(C)c2)cc(OC)c1OC | -14 | 8% | -16% | -12
65 | Nc1ccc2nc(CN3CCOCC3)[nH]c2c1 | 18 | 1% | -3% | 7
66 | CN1/C(=C/C=N/n2cnnc2)C(C)(C)c2ccccc21 | ? | -2%[2.29 µM] | -8% | 3
67 | NCCCC[C@@H]1NC(=O)c2cc([N+](=O)[O-])cc(I)c2SC[C@@H](C(=O)NCC(N)=O)NC(=O)CNC1=O | ? | . | 1% | .
68 | CCN1C(=O)/C(=C/c2cnn(C)c2C)SC1=S | -10 | -7% | 1% | 4
69 | CC(=O)OC(C(=O)N1CCN(c2ccc(F)cc2)CC1)c1ccccc1 (stereo not given) | -18 | . | -2% | -2
70 | N#Cc1ccc(C23CC4(C2)[C@H](CN(Cc2cccnc2)[C@@H]4c2ccccc2)C3c2ccccc2)cc1 (stereo not given in full) | . | 37%[activator] | 2% | .
71 | CC(C)Oc1ccc(Cn2c(-c3ccco3)n[nH]c2=S)cc1 | -26 | . | -25% | 12
72 | COc1ccc(OCc2nnc(SCC(=O)NNC(=O)c3ccc(C)cc3)n2C)cc1 | -5 | . | -1% | .
73 | CC1Cc2ccccc2N1C(=O)CSc1nnc2c(n1)[nH]c1ccc(F)cc12 (stereo not given) | -29 | . | 0% | -10[0.369 µM]
74 | COc1ccccc1C1C2=C(CC(C)(C)CC2=O)Nc2nnnn21 (stereo not given) | ? | . | -2% | -3
75 | COc1cc(NC(=O)c2ccc(Cl)cc2)c(OC)cc1NC(=O)CN1CCOCC1 | ? | -2% | -5% | -5
76 | CCc1[nH]c(=O)c(C#N)c2c1CCCC2 | 26 | 6% | -2% | 11
77 | C=CC[n+]1c(-c2ccc(OC)cc2)csc1NNC(=O)Nc1ccccc1 | 20 | -20% | -7% | 5
78 | COc1ccc(OC)c(-c2csc(NC(=O)CSc3ccc(Br)cc3)n2)c1 | ? | . | 0% | 0
79 | COc1ccc(CN(Cc2ccccn2)S(=O)(=O)c2ccc(-n3cnnn3)c(OC)c2)cc1 | ? | -5% | -3% | 12
80 | CCOC(=O)C1=C(Cn2cnc3ccccc32)NC(=O)NC1c1cc(C)ccc1C (stereo not given) | -28 | 10% | -4% | 19
81 | CNc1nc(C)nc(-c2ccccc2O)n1 | 4 | 5% | 0% | -1
82 | CCc1ccc(NC(=O)CC2NCCNC2=O)cc1 (stereo not given) | 3 | -1% | -2% | -2
83 | CC1CC(C)(C)NC(=S)N1CC(=O)NCc1ccccc1Cl (stereo not given) | ? | . | 1% | .
84 | COc1ccc(CNC(=O)C2CCCN(c3nccc(C)n3)C2)cc1 (stereo not given) | 9 | . | 2% | 0
85 | CCN=C1SC(CC(=O)NC(N)=O)C(=O)N1CC (stereo not given) | 15 | -3% | 1% | -1
86 | Cc1ccc(S(=O)(=O)Nc2ccc(C(=O)Nc3cc(C)on3)cc2)cc1 | -10 | . | -14% | -7

High-throughput results: PubChem, National Center for Advancing Translational Sciences (NCATS)
